dFosB act – activators of mouse delta FosB homodimer. P13346. purified delta FosB, TAMRA-CDK5 oligo fluorescence polarization; percent of positive-control signal above neutral wells. activation, % at 25 µM. actives 0.99% (n = 340,000). AID 493131;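 active = mean activation above about 17%, with every replicate also reaching it, limit read from the data, passing the limit was not always enough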;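 also: fluorescence polarization rise as delta FosB binds a TAMRA Cdk5 AP-1 oligo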
Target sequence (P13346 whole entry, looked up): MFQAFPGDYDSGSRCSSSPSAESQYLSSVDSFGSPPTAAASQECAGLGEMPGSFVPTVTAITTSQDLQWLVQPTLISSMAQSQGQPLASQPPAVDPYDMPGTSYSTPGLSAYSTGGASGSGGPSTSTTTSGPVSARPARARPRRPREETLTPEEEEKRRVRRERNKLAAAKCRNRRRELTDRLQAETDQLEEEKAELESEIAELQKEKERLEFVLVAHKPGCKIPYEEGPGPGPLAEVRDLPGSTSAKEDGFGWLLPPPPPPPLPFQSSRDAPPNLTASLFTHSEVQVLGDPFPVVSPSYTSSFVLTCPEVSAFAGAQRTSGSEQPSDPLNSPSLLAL
MITF TRPM1 HTS – increases MITF-driven TRPM1 promoter luciferase signal; actives 0.75% (n = 300,000); activation, % at 12.5 µM; SK-MEL-5 TRPM1-promoter luciferase, 24 h; % of positive control, neutral wells = 0;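 active = mean activation of at least 80% with every replicate also reaching 80%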;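 also: 0% = neutral control wells and 100% = parthenolide positive control wells; values of inactives mirror those of a sister screen read the other way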
SR-BI uptake up – SR-BI HDL lipid transfer activation; CHO ldlA[mSR-BI] cells, DiI-HDL uptake fluorescence, 3 h; 100 = double the neutral-control signal; activation, % at 12.5 µM; actives 0.096% (n = 320,000); AID 504775;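 active = mean replicate activation of at least 60% and every replicate at or above 60%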;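 also: 0% = median plate neutral-control signal and 100% = twice that signal; values of inactives mirror those of a sister screen read the other way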
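Material: SR-BI-overexpressing, LDLR-lacking CHO cells; schedule: compound exposure 3 h, 37 °C; reagent: DiI-labelled HDL at 10 µg/mL final; technique: bottom-read fluorescence, 550/595 nm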
RTF Ca sens act – cardiac RTF calcium sensitization; IANBD-labeled TnC RTF fluorescence at EC20 calcium; 0% EC20 calcium, 100% full calcium; P19429+P45379; activation, % at 7.2 µM; actives 0.24% (n = 340,000);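 active = activation above the mean over all tested compounds plus 3 SD, cut at about 30% in these data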;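 also: rise in fluorescence read as greater calcium sensitivity of cardiac thin filaments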
Rtt109 Vps75 – inhibitors of Candida albicans Rtt109/Vps75 histone acetyltransferase. Q5AAJ8. purified Rtt109/Vps75, ThioGlo CoA-SH fluorescence, 4 h. inhibition, % at 34.9 µM. actives 0.16% (n = 330,000);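 active = inhibition of at least 50% in every replicate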
CDK5 p35 inh – inhibitors of human CDK5/p35 kinase; Q00535+Q15078; Recombinant CDK5/p35, ADP-Glo luminescence, 60 min; inhibition, % at 10 µM; actives 0.01% (n = 330,000); AID 488839;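 active = highest replicate inhibition of at least 50% and at least 75% of replicates reaching 50%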;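 also: plate controls were DMSO neutral control for no effect and GW8510 at 10 µM for full effect; many of its hits are not listed in these tables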
Target sequence (Q00535 whole entry, looked up): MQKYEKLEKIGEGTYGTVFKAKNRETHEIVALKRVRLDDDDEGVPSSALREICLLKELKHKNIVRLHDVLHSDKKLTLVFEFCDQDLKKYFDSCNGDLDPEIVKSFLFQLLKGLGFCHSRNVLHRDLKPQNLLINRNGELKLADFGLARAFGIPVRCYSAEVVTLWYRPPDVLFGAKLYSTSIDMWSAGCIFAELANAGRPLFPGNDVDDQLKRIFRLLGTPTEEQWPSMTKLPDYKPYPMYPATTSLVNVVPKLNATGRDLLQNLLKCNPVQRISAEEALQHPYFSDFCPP
Target sequence (Q15078 whole entry, looked up): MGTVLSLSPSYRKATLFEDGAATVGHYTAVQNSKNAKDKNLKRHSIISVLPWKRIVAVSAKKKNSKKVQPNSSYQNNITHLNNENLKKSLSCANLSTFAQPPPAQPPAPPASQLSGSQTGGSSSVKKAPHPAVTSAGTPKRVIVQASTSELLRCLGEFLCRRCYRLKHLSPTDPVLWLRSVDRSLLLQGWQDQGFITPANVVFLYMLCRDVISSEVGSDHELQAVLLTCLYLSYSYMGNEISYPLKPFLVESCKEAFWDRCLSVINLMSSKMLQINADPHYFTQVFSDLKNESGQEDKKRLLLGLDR
Wnt bcat act – activators of Wnt/beta-catenin signaling; Wnt/beta-catenin reporter cell assay, activator, plate reader; AID 743398; activation, % at 9.35 µM; actives 1.2% (n = 300,000); in the data active = activation above about 30%, passing the limit was not always enough;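 also: 0% = neutral control wells and 100% = positive control wells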
SR-BI HDL uptake – blocks mouse SR-BI lipid uptake from DiI-HDL; inhibition, % at 12.5 µM; AID 488896; Q61009; ldlA[mSR-BI] CHO cells, DiI-HDL uptake fluorescence, 3 h; actives 0.96% (n = 320,000);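 active = mean replicate inhibition of at least 70% and a set share of replicates each scoring 70 or more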;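 also: 0% = median of neutral control wells and 100% = median of positive control wells; values of inactives mirror those of a sister screen read the other way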
PvdQ inh – P. aeruginosa PvdQ acylase inhibition | actives 0.063% (n = 340,000) | purified PvdQ acylase, fluorescence plate reader | AID 488965 | inhibition, % at 10 µM; in the data active = inhibition above about 30%, passing the limit was not always enough;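 also: 0% = vehicle neutral wells and 100% = reference inhibitor wells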
HTR5A ag ctr – HTR5A agonism, opioid heterodimer counter-screen. activation, % at 9.3 µM. P47898. HTR5A agonist assay, luminescence, cell-based. actives 0.61% (n = 340,000). AID 504692; in the data active = activation mostly above about 9.5%, no sharp cut-off; inactive = mostly below about 7.6%;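 also: 0% = cells with vehicle only and 100% = reference agonist; strong numbers were not always called active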
An asterisk follows results filed as active; . = no result given; & = joins results of further samples. These rows are one share of the data. The share of hits here may be higher or lower than overall.

The line under a structure holds: dFosB act, MITF TRPM1 HTS, SR-BI uptake up, RTF Ca sens act, Rtt109 Vps75, CDK5 p35 inh, Wnt bcat act, SR-BI HDL uptake, PvdQ inh, HTR5A ag ctr
> NCCc1cc(O)c(O)cc1O
  -74&-31, 3&-22, 9, -9&-10, -3&-2, 2.1&0.1, 1&-2, -9, -5&-8, -3&-4
> CC12CN3CN(C1)CC(C)(C3)C2=NO
  -7, 9, 18, -6, 0, 0.3, ., -18, -9, 3
> CC1=NOC2(C)Nc3ncnn3C(c3ccccc3)C12 (stereo not drawn)
  2, ., 38, 0, 2, 0.0, ., -38, 1, 1
> O=c1[nH]c(=O)n(C2CCCCC2)c(O)c1/C=N/N1CCCCC1c1cccnc1 (stereo not drawn)
  -5, 7, -16, 0, 1, -0.3, -1, 16, -1, 6
> CNCCc1c(C)n[nH]c1C
  9, -1, 4, -2, 0, 1.8, 1, -4, -3, -4
> O=C(N/N=C/c1c(O)n(-c2ccccc2)c(=O)[nH]c1=O)c1ccncc1
  -4, -6, 21, 11, 9, -1.2, -3, -21, -9, -1
> CC1=CC2OC3CC4OC(=O)C=CC=CC(=O)OCCC(C)C(O)C(=O)OCC2(CC1O)C4(C)C31CO1 (stereo not drawn)
  -13, -86, 23, 1, 8, -0.6, ., -23, -5, -3
> O=[N+]([O-])c1ccccc1Cl
  -3, 4, 10, -5, -1, -0.6, 1, -10, -4, 3
> CCC(=O)c1ccc(OCC(=O)N2CCN(CC(=O)Nc3ccccc3C(F)(F)F)CC2)cc1
  -2, -4, -26, 5, -14, 0.8, -2, 26, -13, 1
> COc1ccc2[nH]c(C)c(CCNCc3cn(C)c4ccccc34)c2c1
  4, -47, -7, -1, 5, 0.3, -2, 7, -16, 9
> Cc1ccc(CN(Cc2ccccc2)C(=S)NCC(=O)N2CCC3(CC2)OCCO3)o1
  -4, 1, 19, 4, -2, 1.6, -3, -19, -15, -5
> COc1ccc(N/N=C/c2c(O)n(-c3ccc(C)c(C)c3)c(=O)[nH]c2=O)cc1
  -6, 3, 22, 4, 6, -1.9, ., -22, 6, 4
> O=C(c1cc2cc3ccc(Cl)cc3nc2o1)N1CCC2(CC1)OCCO2
  -23, 17, 9, -3, -3, -1.3, 8, -9, 13, -1
> CC1CCCCC1NC1CCN(C)CC1 (stereo not drawn)
  -8, 0, -2, 4, 8, 0.5, 0, 2, 4, 6
> CCCC(C)CC1(CCO)C(=O)NC(=S)NC1=O (stereo not drawn)
  -2, 6, -18, -1, 2, 0.2, -3, 18, 0, 2
> Cc1ccc(C(C)C)c(OCC(=O)N2CCN(Cc3nc4cc([N+](=O)[O-])ccc4n3C)CC2)c1
  -9, 1, 20, 0, -8, 1.4, 2, -20, -2, 4
> CCC(=O)O[C@@H]1[C@@H](OC(C)=O)[C@@]2(O)C(C[C@H](O)C2(C)C)[C@](C)(O)[C@H]2CC[C@@H]3[C@@H](O)[C@]12C[C@@]3(C)O (stereo partly drawn)
  1, 11, 12, 3, 4, -4.0, 1, -12, -12, 5
> Nc1cc(Cl)cc(C(=O)O)c1Cl
  3, 3, -14, -5, 7, 1.5, -2, 14, -13, 5
> C1=CC(Cc2cncs2)c2ccccc21 (stereo not drawn)
  -16, 10, 21, -4, -3, 0.1, 1, -21, -7, 1
> O=C1CCCN1c1ccc(S(=O)(=O)O)cc1 (tested in a mixture with another compound)
  -4, -3, 3, 4, -1, -1.0, ., -3, -9, 3
> Cc1ccccc1NC1=NCC(C)S1 (stereo not drawn)
  -3, -4, -8, -2, 8, 1.3, ., 8, -18, -4
> CCN1CCN(C(=O)COc2ccc(S(=O)(=O)N3CCOCC3)cc2C)CC1
  -4, 3, 3, 15, -6, -1.4, -2, -3, -14, 4
> CN(C(=O)Oc1cccc2ccccc12)C1C=CCC1 (stereo not drawn)
  -11, 6, 3, 0, -2, 1.3, -1, -3, -15, 3
> COC(=O)C1=C(c2ccc(-c3ccccc3)c(F)c2)C[C@@H]2CC[C@H]1N2C(=O)N1CCc2cc(OC)c(OC)cc2C1
  2, -13, -42, 0, 6, 0.9, -8, 42, 3, -6
> Cc1ccc(-n2c(-c3ccc([N+](=O)[O-])cc3)nc3ccccc3c2=O)cc1
  -13, -14, -16, 1, -1, 0.2, ., 16, -7, -1
> Cc1ccccc1CN1CCN(c2ccc(Cl)cc2)CC1
  -7, 17, -1, -2, -2, 0.3, -1, 1, -10, 9
> Cc1nn(-c2ccccc2)c2c1C(c1ccc3c(c1)OCO3)SCC(=O)N2 (stereo not drawn)
  0, 5, -39, -4, ., 3.9, ., 39, -5, -7
> O=C(c1c[nH]cc1-c1ccccc1)c1cccc2ccccc12
  -2, 3, -19, 0, 4, -0.9, -5, 19, 8, 0
> COc1ccc(Oc2cc(NC(=O)c3nn(C)cc3[N+](=O)[O-])cc([N+](=O)[O-])c2)cc1
  6, -81, -24, 0, -2, -0.5, -13, 24, 0, -3
> CC[C@@H](O)C[C@H]1CCC[C@@]2(C[C@@H]3OC(=O)/C=C/[C@@](C)(O)[C@@H](O)[C@H](C)[C@@H](O)[C@H](OC4CCC(N(C)C)C(C)O4)[C@@H](O)[C@](C)(O)CCCCC/C=C/[C@@H]4CC(C)(C)O[C@@]4(O)C[C@H](O2)[C@H]3C)O1 (stereo partly drawn)
  3, ., 16, 0, -1, -0.2, -2, -16, -19, 6

Structural class: those above with sulfur (7)
The line under a structure holds: dFosB act, MITF TRPM1 HTS, SR-BI uptake up, RTF Ca sens act, Rtt109 Vps75, CDK5 p35 inh, Wnt bcat act, SR-BI HDL uptake, PvdQ inh, HTR5A ag ctr
> Cc1ccc(CN(Cc2ccccc2)C(=S)NCC(=O)N2CCC3(CC2)OCCO3)o1
  -4, 1, 19, 4, -2, 1.6, -3, -19, -15, -5
> CCCC(C)CC1(CCO)C(=O)NC(=S)NC1=O (stereo not drawn)
  -2, 6, -18, -1, 2, 0.2, -3, 18, 0, 2
> C1=CC(Cc2cncs2)c2ccccc21 (stereo not drawn)
  -16, 10, 21, -4, -3, 0.1, 1, -21, -7, 1
> O=C1CCCN1c1ccc(S(=O)(=O)O)cc1 (tested in a mixture with another compound)
  -4, -3, 3, 4, -1, -1.0, ., -3, -9, 3
> Cc1ccccc1NC1=NCC(C)S1 (stereo not drawn)
  -3, -4, -8, -2, 8, 1.3, ., 8, -18, -4
> CCN1CCN(C(=O)COc2ccc(S(=O)(=O)N3CCOCC3)cc2C)CC1
  -4, 3, 3, 15, -6, -1.4, -2, -3, -14, 4
> Cc1nn(-c2ccccc2)c2c1C(c1ccc3c(c1)OCO3)SCC(=O)N2 (stereo not drawn)
  0, 5, -39, -4, ., 3.9, ., 39, -5, -7

Returning to the listing with the 2 entries that preceded the break.
The line under a structure holds: dFosB act, MITF TRPM1 HTS, SR-BI uptake up, RTF Ca sens act, Rtt109 Vps75, CDK5 p35 inh, Wnt bcat act, SR-BI HDL uptake, PvdQ inh, HTR5A ag ctr
> COc1ccc(Oc2cc(NC(=O)c3nn(C)cc3[N+](=O)[O-])cc([N+](=O)[O-])c2)cc1
  6, -81, -24, 0, -2, -0.5, -13, 24, 0, -3
> CC[C@@H](O)C[C@H]1CCC[C@@]2(C[C@@H]3OC(=O)/C=C/[C@@](C)(O)[C@@H](O)[C@H](C)[C@@H](O)[C@H](OC4CCC(N(C)C)C(C)O4)[C@@H](O)[C@](C)(O)CCCCC/C=C/[C@@H]4CC(C)(C)O[C@@]4(O)C[C@H](O2)[C@H]3C)O1 (stereo partly drawn)
  3, ., 16, 0, -1, -0.2, -2, -16, -19, 6
> O=C(c1ccccc1)C(CN1CCCC1)c1ccccc1 (stereo not drawn)
  -2, -99, 11, 0, -2, 0.8, ., -11, 1, -3
> O=C(O)c1ccc(-[n+]2c(-c3ccccc3)cc(-c3ccccc3)cc2-c2ccccc2)cc1
  1, 7, -1, -2, -6, -2.2, -2, 1, -5, 2
> ClCCN(CCCl)c1ccc(C=NNc2ncccn2)cc1
  1, 30, -21, 9, 16, 2.5, -8, 21, 8, -2
> COC(=O)c1ccc(CC(C(=O)c2ccccc2)N(C)C)cc1 (stereo not drawn)
  -16, 58, -14, -3, -2, -0.8, 14, 14, -6, 1
> CCCC(=O)N(C)C1=Nc2ccc(Cl)cc2C(c2ccccc2)=[N+]([O-])C1
  -2, 7, -5, -3, -1, -0.1, -1, 5, -4, 2
> CSc1nc(Cl)c(Br)c(N2CC2)n1
  -1, -1, 21, -1, -21, -0.9, 1, -21, -19, 0
> O=C1CC(N2CC=C(c3ccc(F)cc3)CC2)C(=O)N1c1ccc(F)cc1 (stereo not drawn)
  -3, ., 6, 2, -31, -0.9, ., -6, 7, 6
> O=C(CN1CC(c2ccccc2)CC1=O)Nc1ccc(F)cc1 (stereo not drawn)
  0, -2, 21, 6, 12, 0.7, -1, -21, 10, -4
> Cc1nccc2c1[nH]c1ccccc12
  6, -4, 20, -2, -2, 1.5, 0, -20, -14, 0
> CC1([N+](=O)[O-])COP(=O)(Nc2ccc(F)cc2)OC1 (stereo not drawn)
  2, -3, 26, 6, -1, 1.0, 2, -26, -20, 0
> COc1ccc(OC)c(CN2CCN(C(=O)Cc3ccccc3)CC2)c1
  -3, ., 5, -2, -2, -6.2, -2, -5, -4, -2
> CSc1nc2ccccc2c(=O)n1-c1cccnc1
  4, 4, 4, 8, 4, -0.8, 7, -4, -22, 1
> CCCC(=O)C1C(=O)NC(=O)NC1=O
  6, 10, 15, 0, -3, 0.1, ., -15, -7, -6
> COc1ccc(-n2c(O)c(C(C)=NCc3ccco3)c(=O)[nH]c2=O)cc1
  -6, ., -9, -1, -1, 1.5, 24, 9, 0, 0
> CCCCn1c(O)c(C(CC)=NCc2ccc(F)cc2)c(=O)[nH]c1=O
  -8, ., -1, -1, 6, 0.8, ., 1, 2, 2
> C[C@]12CCC3C(CC[C@H]4C[C@H](O)CC[C@]34C)C1C[C@H](O)[C@H]2O (stereo partly drawn)
  0, 1, -7, 2, -6, -0.9, -1, 7, -13, 4
> CCOC(=O)C(O)(c1ccc(NC(=O)c2ccc(Cl)c(Cl)c2)cc1)C(F)(F)F (stereo not drawn)
  -13, ., -67, -2, -3, -0.2, 0, 67, -1, 6
> COc1ccc(O)c(CN2CCCC(C(=O)c3sccc3C)C2)c1 (stereo not drawn)
  -7, 5, 13, -3, 4, 1.6, 0, -13, -8, 0
> O=C(c1cccc(C(F)(F)F)c1)C1CCCN(Cc2ncc[nH]2)C1 (stereo not drawn)
  -10, -3, 24, ., -1, -0.3, -3, -24, -12, .
> COc1ccc(CC2C(=O)N(C)C(=O)N(C)C2=O)c(OC)c1
  -1, ., -17, 8, 7, 0.2, -2, 17, -12, -1
> NS(=O)(=O)OC(CCc1ccccc1)C(Cl)(Cl)Cl (stereo not drawn)
  -1, -5, 17, 3, 0, 0.3, 0, -17, -9, 5
> CSCCC(N=Cc1c(O)n(-c2ccc(F)cc2)c(=O)[nH]c1=O)C(=O)OC(C)(C)C (stereo not drawn)
  -23, ., -10, -4, 9, 0.4, ., 10, 9, -2
> CCCCNS(=O)(=O)c1ccc(OCC(=O)N2CCN(Cc3ccc4c(c3)OCO4)CC2)cc1
  -10, -9, -35, -7, 8, -1.7, -5, 35, -14, 1
